Screens as filed in PubChem BioAssay.
thrombin 1536: human alpha-thrombin inhibitors, primary screen, counter-screen for coagulation protease inhibitor project, biochemical, 1536-well, fluorogenic AMC substrate | Prothrombin (Homo sapiens), P00734 | Boc-VPR-AMC fluorogenic substrate cleavage | inhibition, % at 5 µM | actives 0.26% (n = 220,000) | AID 1046, 2008;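 active means inhibition at or above 40%; inactive means inhibition below 40%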;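 further: 0% = enzyme with no compound and 100% = wells without enzyme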
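Test system: human alpha-thrombin; medium: pH 7.5 Tris-saline with Tween 20; times: reaction at room temperature; signal: AMC fluorescence at 355 nm excitation and 460 nm emission; also added: Boc-VPR-AMC substrate, 15 µM final; dosing: one concentration per compound, 5 µM, with 0.2% DMSO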
EBV gp42 block: Epstein-Barr virus gp42 inhibitors, primary screen, biochemical, uHTS, fluorescence polarization. Glycoprotein 42 (Epstein-Barr virus (strain AG876)), Q1HVG2. Fluorescence polarization binding assay, mP read-out. inhibition, % (tested at 21.74 µM). actives 0.42% (n = 220,000). AID 1085, 2008; in the data active means inhibition above about 50%
Rad51 HR inh: human RAD51 strand exchange inhibitors, primary screen, biochemical, fluorescence | AID 1385, 2008 | inhibition, % at 10 µM | DNA repair protein RAD51 homolog 1 (Homo sapiens), Q06609 | actives 0.085% (n = 200,000) | hRad51 DNA strand exchange, fluorescence dequenching;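 active means inhibition above 40% at the single screening dose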;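 further: 0% = DMSO control wells and 100% = blanks with heterologous ssDNA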
Target sequence (Q06609 whole entry, looked up): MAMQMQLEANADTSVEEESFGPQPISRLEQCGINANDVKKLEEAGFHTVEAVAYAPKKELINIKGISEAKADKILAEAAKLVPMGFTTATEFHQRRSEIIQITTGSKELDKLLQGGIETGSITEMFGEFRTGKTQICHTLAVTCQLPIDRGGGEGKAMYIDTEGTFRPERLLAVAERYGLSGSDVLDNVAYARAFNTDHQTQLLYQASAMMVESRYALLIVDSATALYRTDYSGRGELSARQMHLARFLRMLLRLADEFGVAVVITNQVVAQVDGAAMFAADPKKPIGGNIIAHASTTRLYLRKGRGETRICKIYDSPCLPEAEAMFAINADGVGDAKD
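System: human Rad51 nucleoprotein filaments preassembled on unlabelled ssDNA. Reagent: labelled 47-mer dsDNA for strand exchange. Schedule: 30-min compound preincubation and 15-min exchange, both room temperature. Measured by: FRET fluorescence dequenching, excitation 485 nm, emission 520 nm. Read-out: Fluorescence-based percent inhibition, control- and blank-normalised. Benchmarks: plate controls and plate blanks.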
14-3-3 Bad inh: inhibitors of 14-3-3 zeta/Bad binding, primary screen, biochemical, TR-FRET, bovine 14-3-3 zeta; TR-FRET 14-3-3zeta/Dy647-pBad peptide displacement, 1 h; actives 0.71% (n = 220,000); inhibition, % at 21.7 µM;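 active means inhibition above about 70%, limit read from the data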;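 further: 0% = full 14-3-3 plus peptide FRET controls and 100% = background without 14-3-3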
Target sequence (P63103 whole entry, looked up): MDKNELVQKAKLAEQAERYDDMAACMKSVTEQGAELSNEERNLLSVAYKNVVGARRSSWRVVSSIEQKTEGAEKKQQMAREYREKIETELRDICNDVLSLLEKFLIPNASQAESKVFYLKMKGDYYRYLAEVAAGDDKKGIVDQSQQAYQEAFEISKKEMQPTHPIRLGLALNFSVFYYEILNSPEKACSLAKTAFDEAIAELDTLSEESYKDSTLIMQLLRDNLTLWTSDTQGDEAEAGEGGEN
Cl transport mod: KCC2 cotransporter modulators, thallium flux, primary screen, cell-based, HEK293 KCC2, FluoZin-2 fluorescence, MLSMR; Solute carrier family 12 member 5 (Homo sapiens), Q9H2X9; KCC2 cells, thallium flux FluoZin-2 fluorescence; B-score of Tl+ flux slope (higher = more flux/activation; lower = inhibition) at 10 µM; actives 2.2% (n = 190,000); AID 1456, 2008;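 active means thallium flux slope and its plate-corrected score both differing from the plate sample mean at a set confidence after two filtering rounds, in either direction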;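 further: slope of fluorescence scaled to starting intensity during 10 to 20 s after thallium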
Furin inh: human furin inhibitors, primary screen, biochemical, fluorescence intensity. inhibition, % at 30 µM. actives 0.061% (n = 220,000). AID 463115, 2010. P09958. purified furin, fluorogenic substrate cleavage; in the data active means inhibition above about 25%; further: inactives centre near -15
p47phox inh: p47phox/p22phox peptide binding inhibitors, primary screen, biochemical, uHTS, NADPH oxidase regulatory subunit; fluorescence polarization, 2 h; inhibition, % at 24.7 µM; actives 0.53% (n = 220,000);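 further: 0% = p47phox with labelled peptide and 100% = labelled peptide alone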
hK5 inh: human KLK5 protease inhibitors, primary screen, biochemical, 1536-well; Kallikrein-5 (Homo sapiens), Q9Y337; recombinant hK5, fluorogenic AMC substrate cleavage; inhibition, % at 5 µM; actives 0.59% (n = 210,000);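 active means inhibition of 40% or more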;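 further: 0% = enzyme controls without compound and 100% = no-enzyme blanks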
Target sequence (Q9Y337 67-293 limits assumed): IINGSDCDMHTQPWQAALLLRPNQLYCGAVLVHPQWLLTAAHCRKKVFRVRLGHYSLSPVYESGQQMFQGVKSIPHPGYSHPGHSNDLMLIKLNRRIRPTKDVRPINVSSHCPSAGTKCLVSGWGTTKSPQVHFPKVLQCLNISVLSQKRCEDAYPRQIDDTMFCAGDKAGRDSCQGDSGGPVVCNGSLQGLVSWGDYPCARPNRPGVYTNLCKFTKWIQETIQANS
eIF4E-4G inh: eIF4E–eIF4G protein interaction inhibitors, primary screen, biochemical, uHTS, TR-FRET, eIF4GI fragment; TR-FRET eIF4E-eIF4GI(517-606) binding, 2 h; inhibition, % at 21.7 µM; Eukaryotic translation initiation factor 4E (Mus musculus) + Eukaryotic translation …; actives 0.37% (n = 220,000);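 further: 0% = full FRET control wells and 100% = background wells lacking eIF4GI fragment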
Numbers without * were called inactive; nt = no result given; [ ] = another dose, or the depositor's remark.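 How the source made its calls, unless noted: active means inhibition above about 30% (limit read from the data); inactive means the rest.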

SMILES	thrombin 1536	EBV gp42 block	Rad51 HR inh	14-3-3 Bad inh	Cl transport mod	Furin inh	p47phox inh	hK5 inh	eIF4E-4G inh
O=C(COC(=O)c1ccc(-c2cnc3ccccc3n2)cc1)c1ccccc1	17	-10	3	-9	-0.53	-14	-7	12	3
Cc1ccc(C(=O)Nc2nnn(C)n2)cc1	-6	-10	2	5	-0.012	-15[20 µM]	0	-20	3
COc1ccc(CC(=O)N/N=C(/C)c2ccco2)cc1	-8	-5	3	-3	nt	-33	-4	-2	-1
COc1ccccc1NS(=O)(=O)c1ccc(C(N)=O)cc1	2	-3	4	1	-0.065	-16	-5	-5	1
O=C(/C(=C/O)N=Nc1cccc(C(F)(F)F)c1)c1ccccc1	-8	-10	1	-9	-0.42	-16	-10	-1	7
Clc1ccccc1-c1nnc2n1CCCCC2	1	-13	-3	-1	0.11	-29	2	-6	-1
CCCN(CCC)S(=O)(=O)c1ccc(NC(=O)Cc2cccs2)cc1	4	-12	nt	-5	nt	10[20 µM]	-31	-31	-8
Cc1cc(C)c(NC(=O)CSc2nccn2C)c(C)c1	-3	-12	2	-8[fluorescence artefact?]	-1	1	-8	-24	3
CC(=O)Nc1ccccc1NC(=O)C/C(C)=N/NC(=O)c1ccc([N+](=O)[O-])c(Cl)c1	3	-19	nt	0[fluorescence artefact?]	0.65	-21	-9	-7	1
C#Cc1ccc(CN2CCN(Cc3ccsc3)C(CCO)C2)cc1 (stereo not drawn)	-6	-10	-5	-9	-0.46	-22	-5	4	-2
COC(=O)C1(C)NC(c2ccco2)C2C(=O)N(c3ccc(F)cc3)C(=O)C21 (stereo not drawn)	-2	2	0	-8	0.094	-17	-18	0	-3
O=C(c1ccc(F)cc1)c1ccc(N2CCCC2)cc1	-2	-2	3	5	-0.23	-13	-16	6	-5
CCc1ncc(C)nc1CC	0	-11	2	2	0.19	-20	0	-3	-20
CCN(CC)/C(Sc1ccccc1)=C(\C(Cl)=C(Cl)Cl)[N+](=O)[O-]	11	0	-6	6	-4.9*	-9	2	-1	-1
CCCCCCCCNC(=O)c1cnccn1	-1	-17	-38	18	-0.14	-13	2	-7	14[fluorescence artefact?]
COC(=O)N/N=C/c1ccc(OS(=O)(=O)c2ccc(C)cc2)c(OC)c1	-18	-1	6	-12	-0.13	-12	-16	-15	8
CCn1c(C)nc2cc(N)ccc21	-7	-24	11	2	-0.79	-4	-14	-3	6
COc1ccccc1N1CCN(S(=O)(=O)c2cccc3nsnc23)CC1	0	-19	-5	-5	nt	-3[20 µM]	2	7	-7
O=C1C2CCCN2C(c2ccccc2F)N1c1ccc(Cl)cc1 (stereo not drawn)	2	-12	-3	-5	nt	-2	-5	10	3
Cc1noc(C)c1C(=O)Nc1cccnc1	4	-8	nt	-8	0.78	-14[20 µM]	-1	-4	-5

Rewritten field by field: part of the list above
SMILES: Cc1cc(C)c(NC(=O)CSc2nccn2C)c(C)c1
  thrombin 1536 = -3; EBV gp42 block = -12; Rad51 HR inh = 2; 14-3-3 Bad inh = -8[fluorescence artefact?]; Cl transport mod = -1; Furin inh = 1; p47phox inh = -8; hK5 inh = -24; eIF4E-4G inh = 3

SMILES: CC(=O)Nc1ccccc1NC(=O)C/C(C)=N/NC(=O)c1ccc([N+](=O)[O-])c(Cl)c1
  thrombin 1536 = 3; EBV gp42 block = -19; Rad51 HR inh = nt; 14-3-3 Bad inh = 0[fluorescence artefact?]; Cl transport mod = 0.65; Furin inh = -21; p47phox inh = -9; hK5 inh = -7; eIF4E-4G inh = 1

SMILES: C#Cc1ccc(CN2CCN(Cc3ccsc3)C(CCO)C2)cc1 (stereo not drawn)
  thrombin 1536 = -6; EBV gp42 block = -10; Rad51 HR inh = -5; 14-3-3 Bad inh = -9; Cl transport mod = -0.46; Furin inh = -22; p47phox inh = -5; hK5 inh = 4; eIF4E-4G inh = -2

SMILES: COC(=O)C1(C)NC(c2ccco2)C2C(=O)N(c3ccc(F)cc3)C(=O)C21 (stereo not drawn)
  thrombin 1536 = -2; EBV gp42 block = 2; Rad51 HR inh = 0; 14-3-3 Bad inh = -8; Cl transport mod = 0.094; Furin inh = -17; p47phox inh = -18; hK5 inh = 0; eIF4E-4G inh = -3

Compounds above that contain a furan ring, fused or not:
SMILES	thrombin 1536	EBV gp42 block	Rad51 HR inh	14-3-3 Bad inh	Cl transport mod	Furin inh	p47phox inh	hK5 inh	eIF4E-4G inh
COc1ccc(CC(=O)N/N=C(/C)c2ccco2)cc1	-8	-5	3	-3	nt	-33	-4	-2	-1
COC(=O)C1(C)NC(c2ccco2)C2C(=O)N(c3ccc(F)cc3)C(=O)C21 (stereo not drawn)	-2	2	0	-8	0.094	-17	-18	0	-3

Next section.
SMILES	thrombin 1536	EBV gp42 block	Rad51 HR inh	14-3-3 Bad inh	Cl transport mod	Furin inh	p47phox inh	hK5 inh	eIF4E-4G inh
O=C1CC(c2ccccc2)CC(O)=C1C=NCc1ccncc1 (stereo not drawn)	-1	10	nt	-4	0.95	-17	2	19	-5
COc1ccc(S(=O)(=O)N2CCCC(C(=O)O)C2)cc1 (stereo not drawn)	1	-1	nt	1[fluorescence artefact?]	nt	-25[20 µM]	-30	-9	-3[fluorescence artefact?]
C/C(CC(C)C)=N\NS(=O)(=O)c1ccc(C)c([N+](=O)[O-])c1	1	-8	10	2	0.93	-3	-8	0	0
COc1ccc(CN2C(=O)C3C4C=CC(C4)C3C2=O)cc1 (stereo not drawn)	-1	-16	-2	-8[fluorescence artefact?]	0.012	-16	-11	6	4
O=C(NCCO)/C(=C\c1cccc([N+](=O)[O-])c1)NC(=O)c1ccco1	-11	-2	-3	2	0.33	-17	-5	-9	-3
CCCCN1C[C@H](O)[C@@H](O)[C@H](O)[C@H]1CO	-3	-6	-3	1	-0.14	-10	8	-7	2
Cc1cc(C)cc(N2C(=O)N(c3ccccc3C)C3CS(=O)(=O)CC32)c1 (stereo not drawn)	-2	0	-7	9[fluorescence artefact?]	nt	-25	-16	3	4[fluorescence artefact?]
Cc1nc(SCC(=O)Nc2ccc3c(c2)OCCO3)nc(C)c1C	-14	2	-8	-13	0.44	-5	-3	-8	0
CCOC(=O)c1cccc(NC(=O)c2ccccc2C)c1	nt	0	-2	-10	-0.57	-17	-5	0	-7
CCN(CC)CCNC(=O)c1cc2ccccc2nc1Cl	-10	-29	1	8	1.4	3	-1	-3	1
CC(=O)n1nc(-c2ccc(C)cc2)nc1NCc1ccc(F)cc1	94*	12	11	-1	0.53	-17	0	-24	0
Cc1cc(C)nc(NS(=O)(=O)c2ccc(N/C=C\C(=O)c3ccc(Cl)cc3)cc2)n1	6	-27	8	-6	nt	-21[20 µM]	-8	-3	-1
CCN(c1cccc(C)c1)c1nc2ccsc2c(=O)s1	3	-24	-7	18	nt	-25[20 µM]	-5	-2	-2
CC(C)CCNC(=O)c1ccc(Cl)c(NC(=O)Cc2ccccc2)c1	14	-10	3	18[fluorescence artefact?]	0.061	-9	-1	1	-33
CC1(C)Cc2ccccc2C(/C(C#N)=N/O)=N1	2	-6	-14	13	-0.12	9	-1	-5	-2
COc1ccc(Nc2nc(-c3ccccc3)cs2)cc1	-3	-12	-1	-9	-1.6	-7[20 µM]	0	-24	-4
CC(OC(=O)CNC(=O)C12CC3CC(CC(C3)C1)C2)C(=O)Nc1ncc(Cl)cc1Cl (stereo not drawn)	2	-14	-5	9	nt	-3[20 µM]	-11	-11	0
Cc1ccc(-n2c(O)c(C=NC3CCS(=O)(=O)C3)c3ccccc3c2=O)c(C)c1 (stereo not drawn)	-4	-3	-8	-1	-0.71	-15	-9	-7	-3
COc1ccccc1-n1c(SCC(=O)NC(C)(C)C)nc(O)c(Cc2ccccc2)c1=O	3	-12	-6	-7	0.17	-26[20 µM]	-17	-22	7
COc1ccc(-c2nc(C#N)c(N3CCc4ccccc4C3)o2)cc1OC	1	-14	13	2	-1.2	-27[20 µM]	-12	1	-8
CCC(=O)NCC(=O)OCC(=O)c1ccccc1	-8	-8	0	5	-0.6	-12[20 µM]	-3	-2	4
CN(C)c1ccc(/C=N/NC(=S)NCc2ccccc2)cc1	0	-1	-7	-20	-0.13	-16[20 µM]	-13	-35	1
CCN(CC(=O)NCCc1ccc(Cl)cc1)Cc1nc2ccccc2c(=O)[nH]1	-3	-12	5	-8	-0.65	-2	-180	-4	1
C=CCn1c(SCC#N)nnc1-c1ccc2ncccc2c1	1	-13	7	-6	-0.016	-21	-5	6	98*
O=C(O)Cn1c(CC(=O)N2CCCC2)nc2ccccc21	0	-11	-6	43	0.22	-28	0	-1	1
COc1ccc(CCNC(=O)C2CCCN(c3nn4c(=O)cc(C)nc4s3)C2)cc1OC (stereo not drawn)	2	-22	-2	6	0.62	-11[20 µM]	-1	0	-3
CCN1CCN(c2ccc(NC(=O)c3ccccc3F)cc2Cl)CC1	14	4	-2	6	0.74	-14	-8	9	1
CCS(=O)(=O)NCC(c1cccnc1)N1CCN(c2ccccc2F)CC1 (stereo not drawn)	6	-10	4	-3[fluorescence artefact?]	nt	-4	-12	7	-1
O=C(/C=C/c1c(Cl)cccc1Cl)NCCc1ccccc1	-4	-13	4	6	0.019	-27	-10	5	-2
CCC(=O)C1CCCN(C(=O)c2ccc(OC3CCN(C(=O)c4cccnc4)CC3)cc2)C1 (stereo not drawn)	1	-10	nt	-8	0.42	-31	-1	nt	-1
OC(CNc1ccccc1)Cn1ccc2ccccc21 (stereo not drawn)	-4	-4	10	20	0.35	-27	-10	2	0
CCO[C@H]1OC(C(=O)N2CCOCC2)=C[C@@H](c2ccc(Br)cc2)[C@@H]1CCCO	-4	-9	-8	-5	-0.064	-26	-11	-1	1
Cc1ccsc1/C=C(\C(=O)c1ccc(OC(C)C)cc1)c1nc2ccccc2o1	1	-30	nt	-9	1.3	-7	-17	-8	4
Cc1cc(O)c(C(C)C)cc1C1(c2cc(C(C)C)c(O)cc2C)OC(=O)c2ccccc21	-3	0	12	6	0.17	-23	-5	-1	-8
